Screening data from PubChem BioAssay.
Shiga toxin inh: blocks Shiga toxin action in Vero cells; Vero cells, Shiga toxin protein synthesis inhibition reporter; inhibition, % at 38.7 µM; 290,000 tested, 9.2% active; in the data active = inhibition mostly above about 28%, no sharp cut-off; inactive = mostly below about 43%; also: 0% is about no effect
Pf growth 48h: P. falciparum growth inhibition at 48 hours (one generation). P. falciparum luciferase growth in erythrocytes, 48 h. 310,000 tested, 5.9% active. AID 504832. Potency, µM (doses to about 28.7 µM), inactives show at the highest dose activity change, negative = inhibition, actives largely listed as inhibitors; also: potency is read from the fitted curve at half-maximal effect; % is scaled to controls: 0 for no effect and ±100 for the full control effect
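Read-out is firefly luciferase luminescence from an integrated reporter in P. falciparum, so falling signal marks reduced parasite growth. Infected erythrocytes were at 2% hematocrit and 0.1% parasitemia (final) in Albumax-supplemented RPMI 1640.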
Pf growth 96h: P. falciparum growth inhibition at 96 hours | P. falciparum luciferase reporter growth, 96 h | Potency, µM (doses to about 28.7 µM), inactives show at the top dose activity change, negative = inhibition, hits mostly inhibitors | AID 504834 | 320,000 tested, 6.9% active; also: potency is read from the fitted curve at half-maximal effect; % is scaled to controls: 0 for no effect and ±100 for the full control effect
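Infected RBCs, 2% Hct / 0.05% parasitemia final; luciferase-reporter P. falciparum; cpd 96 h, 37 C, 5% CO2; luciferase detection reagent; luminescence.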
Sm TGR inh: blocks Schistosoma mansoni thioredoxin glutathione reductase. purified TGR, DTNB reduction, TNB absorbance 405 nm. Potency, µM (top dose mostly 114 µM), inactives show at the highest dose activity change, negative = inhibition, most hits filed as inhibitors. 360,000 tested, 3% active; also: potency is read from the fitted curve at half-maximal effect; % is scaled to controls: 0 for no effect and ±100 for the full control effect; nearly all actives have a fitted effect of over 60% in size
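First, TGR (20 nM dispensed) and NADPH were mixed with compound. Second, a 15 min room-temperature incubation followed. Third, further NADPH and then DTNB were added to start the reaction. Finally, TNB absorbance was monitored kinetically.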
FBPA Giardia inh: Giardia lamblia aldolase inhibition | 290,000 tested, 0.71% active | A8B2U2 | Potency, µM (top dose mostly 59.6 µM), for inactives: at the top dose activity, negative = inhibition, most hits filed as inhibitors | purified Giardia FBPA; also: potency is read from the fitted curve at half-maximal effect; % is scaled to controls: 0 for no effect and ±100 for the full control effect; nearly all actives have a fitted effect of over 55% in size
Target sequence (A8B2U2 whole entry, looked up): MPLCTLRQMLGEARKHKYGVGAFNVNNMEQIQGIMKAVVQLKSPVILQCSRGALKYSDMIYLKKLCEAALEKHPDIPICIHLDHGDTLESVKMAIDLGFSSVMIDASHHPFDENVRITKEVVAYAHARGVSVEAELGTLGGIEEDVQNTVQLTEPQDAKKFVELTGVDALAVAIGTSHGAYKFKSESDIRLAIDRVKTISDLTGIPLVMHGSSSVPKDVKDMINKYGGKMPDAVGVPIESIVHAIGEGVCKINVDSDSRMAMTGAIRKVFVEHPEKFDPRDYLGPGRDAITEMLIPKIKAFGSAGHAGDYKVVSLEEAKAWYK
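Giardia FBPA (40 nM reagent) was preincubated 10 min at RT with compound (up to 57.5 uM final), then substrate plus GAPDH/TPI/NAD/arsenate coupling system with diaphorase/resazurin was added; resorufin fluorescence (525/598 nm) was read after 20 min.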
Cycloheximide cs: affects cycloheximide protein synthesis inhibition readout, counter-screen; AID 2314; max response, %; cell reporter, cycloheximide protein synthesis inhibition counterscreen; 300,000 tested, 12% active; in the data active = max response mostly above about 13%, no sharp cut-off; inactive = mostly below about 14%; also: read at 38.3 µM for the half of the compounds with a filed dose; 0% is about no effect
* marks the source's active call; other numbers are inactive results; ? = inconclusive; · = not tested or not shown; [ ] = remark or other dose. Unless noted, calls follow the shape of the dose curve; as a rule, active = well fitted curve in the direction sought with a large enough effect; inconclusive = small, poorly fitted or top-dose-only effect, or another doubt; inactive = no such curve, though single readings can be large; an effect the other way counts as inactive or inconclusive.

SMILES	Shiga toxin inh	Pf growth 48h	Pf growth 96h	Sm TGR inh	FBPA Giardia inh	Cycloheximide cs
CCOC(=O)COc1cc(-n2c(=S)[nH]c3ccccc3c2=O)c(Cl)cc1Cl	7	?	-1%	0%	-11%	-6
Nc1nc(SCC(=O)NC2CCCCCC2)[nH]c(=O)c1-c1ccccc1	-4	-3%	·	-10%	2%	-3
COc1cc(/C=C/C(=O)NCCN2CCOCC2)cc(OC)c1OC	-23	-1%	-15%	-7%	2%	1
N#CCC(=O)N/N=C\c1ccc(OC/C=C/c2ccccc2)cc1	30	32%[activator]	60%[activator]	2%	-4%	27*
CC(C)c1ccc(NC(=S)Nc2cccc3ccccc23)cc1	98*	?	-17%	-17%	18%	55*
CC(C)OC(=O)c1cc2c(ccn2C)n1CC(=O)N1CCC(Cc2ccccc2)CC1	-10	?	?	4%	·	-4
CCOC(=O)c1ccccc1NC(=O)c1cn(-c2ccc(OC)cc2)c(=O)c2ccccc12	19	?	2.9µM*	1%	-5%	-2
Cn1cc(CN2CCCC(CO)C2)c(-c2ccc(Oc3ccccc3)cc2)n1 (stereo unspecified)	-7	?	?	14%	5%	-5
Cc1cccc(-c2ccc3ncnc(N(C)Cc4ccco4)c3c2)c1	·	12µM*	?	5%	·	·
COc1ccc(Br)cc1CNC(=O)CN1C(=O)C(c2ccccc2)Oc2cccnc21 (stereo unspecified)	6	?	7%	-1%	-8%	-5
COC(=O)c1ccccc1NC(=S)N1CCN(c2ccccn2)CC1	-5	-1%	21%	15%	-2%	-3
O=C(N/N=C/c1ccccc1C(=O)O)c1ccccc1Br	38	21%	0%	-1%	0%	7
Cc1cc(OC(C)C(=O)N(Cc2ccco2)C2CCS(=O)(=O)C2)cc(C)c1Cl (stereo unspecified)	1	-7%	3%	-5%	13%	-2
COc1ccc(CN(C(=S)Nc2ccccc2)C2CC(=O)N(c3ccc(Cl)cc3)C2=O)cc1 (stereo unspecified)	-2	31%[activator]	68%[activator]	6%	-8%	0
O=C(Nc1c(C(=O)Nc2cccc3ccccc23)cnn1-c1ccccc1)c1ccco1	13	?	?	-3%	-1%	3
Cc1cc(NC(=O)c2ccc(Br)cc2)nc(C)n1	18	61%[activator]	-13%	4%	-3%	10
O=C(NCc1cccc(CNC(=O)C(=O)NCc2ccco2)c1)C(=O)NCc1ccco1	-12	24%	?	?	-2%	7
CCN(CC(=O)Nc1ccc(OC)cc1)C(=O)Cc1ccsc1	·	-16%	-22%	-3%	·	·
O=C(O)CSCNC(=O)C12CC3CC(CC(C3)C1)C2	-2	-1%	·	0%	11%	-2
Cc1ccc(Cl)cc1N(CC(=O)NCc1ccc2c(c1)OCO2)S(C)(=O)=O	-2	0%	-13%	3%	2%	-1
Cc1c(C(=O)OCC(=O)N(C)CC(=O)Nc2ccc(F)cc2)oc2ccccc12	·	-21%	-19%	-13%	·	·
CCOCC(=O)N(CC)Cc1ccccc1	-15	21%	-28%	-18%[57.1 µM]	1%	-1
CCCCC(=O)Nc1ccc(C(=O)NNC(=O)CCCOc2ccc(Cl)cc2Cl)cc1	-12	22%	?	5%	-11%	2
COC(=O)CN1C(=O)[C@H]2[C@@H](C3CC3)N3C(=O)CN(Cc4ccccn4)C(=O)[C@@]3(Cc3ccccc3)[C@H]2C1=O	-10	-27%	-4%	-10%	10%	-1

Only Shiga toxin inh, Sm TGR inh and Pf growth 48h, for 3 of the compounds above:
Structure	Shiga toxin inh	Sm TGR inh	Pf growth 48h
CCOC(=O)c1ccccc1NC(=O)c1cn(-c2ccc(OC)cc2)c(=O)c2ccccc12	19	1%	?
CCOC(=O)COc1cc(-n2c(=S)[nH]c3ccccc3c2=O)c(Cl)cc1Cl	7	0%	?
COC(=O)CN1C(=O)[C@H]2[C@@H](C3CC3)N3C(=O)CN(Cc4ccccn4)C(=O)[C@@]3(Cc3ccccc3)[C@H]2C1=O	-10	-10%	-27%

Already shown: 14 of the compounds above.
SMILES	Shiga toxin inh	Pf growth 48h	Pf growth 96h	Sm TGR inh	FBPA Giardia inh	Cycloheximide cs
COC(=O)c1ccccc1NC(=S)N1CCN(c2ccccn2)CC1	-5	-1%	21%	15%	-2%	-3
O=C(N/N=C/c1ccccc1C(=O)O)c1ccccc1Br	38	21%	0%	-1%	0%	7
Cc1cc(OC(C)C(=O)N(Cc2ccco2)C2CCS(=O)(=O)C2)cc(C)c1Cl (stereo unspecified)	1	-7%	3%	-5%	13%	-2
COc1ccc(CN(C(=S)Nc2ccccc2)C2CC(=O)N(c3ccc(Cl)cc3)C2=O)cc1 (stereo unspecified)	-2	31%[activator]	68%[activator]	6%	-8%	0
O=C(Nc1c(C(=O)Nc2cccc3ccccc23)cnn1-c1ccccc1)c1ccco1	13	?	?	-3%	-1%	3
Cc1cc(NC(=O)c2ccc(Br)cc2)nc(C)n1	18	61%[activator]	-13%	4%	-3%	10
O=C(NCc1cccc(CNC(=O)C(=O)NCc2ccco2)c1)C(=O)NCc1ccco1	-12	24%	?	?	-2%	7
CCN(CC(=O)Nc1ccc(OC)cc1)C(=O)Cc1ccsc1	·	-16%	-22%	-3%	·	·
O=C(O)CSCNC(=O)C12CC3CC(CC(C3)C1)C2	-2	-1%	·	0%	11%	-2
Cc1ccc(Cl)cc1N(CC(=O)NCc1ccc2c(c1)OCO2)S(C)(=O)=O	-2	0%	-13%	3%	2%	-1
Cc1c(C(=O)OCC(=O)N(C)CC(=O)Nc2ccc(F)cc2)oc2ccccc12	·	-21%	-19%	-13%	·	·
CCOCC(=O)N(CC)Cc1ccccc1	-15	21%	-28%	-18%[57.1 µM]	1%	-1
CCCCC(=O)Nc1ccc(C(=O)NNC(=O)CCCOc2ccc(Cl)cc2Cl)cc1	-12	22%	?	5%	-11%	2
COC(=O)CN1C(=O)[C@H]2[C@@H](C3CC3)N3C(=O)CN(Cc4ccccn4)C(=O)[C@@]3(Cc3ccccc3)[C@H]2C1=O	-10	-27%	-4%	-10%	10%	-1

Remaining list, next part:
SMILES	Shiga toxin inh	Pf growth 48h	Pf growth 96h	Sm TGR inh	FBPA Giardia inh	Cycloheximide cs
COc1ccc(-c2cc(C(F)(F)F)nc(-n3ccnc3)n2)cc1	24	43%[activator]	?	3%	9%	17
C=CCN1C(=O)c2cccc3c(N4CCCCC4)ccc(c23)C1=O	130*	47%[activator]	-29%	9%	4%	46*
Cc1ccc(C(=O)NCc2ccc(Cl)cc2)o1	4	6%	-3%	-16%	1%	7
CC(C)c1ccc(S(=O)(=O)N2CCN(C(=O)c3ccco3)CC2)cc1	-17	-7%	1%	1%	19%	-2
NNc1ccc(S(=O)(=O)N2CCCCC2)cn1	-10	?	5%	4%	-24%	-7
CCC(C)[C@H](NC(=O)N1CC(=O)Nc2ccccc21)C(=O)N[C@H](Cc1c[nH]c2ccccc12)C(=O)O (stereo partly specified)	-9	0%	?	?	?	-3
O=c1oc2ccc(Cl)cc2nc1/C=C(\O)c1cccs1	56*	?	-10%	?	?	62*
Cc1ccc(C(=O)CSc2nnc(C3CC3)n2C2CC2)s1	·	246%[activator]	76%[activator]	-6%	·	·
O=C(COc1ccc(C(=O)c2ccccc2)cc1)NCc1ccc(F)cc1	7	8%	287%[activator]	-11%	5%	4
CC(=O)Oc1cccc(C(=O)Nc2cccc(C(=O)Nc3ccccc3C(=O)O)c2)c1	-5	8%	?	4%	15%	-3
COC(=O)c1ccc(S(=O)(=O)NC(C)(C)C)n1C	13	37%[activator]	45%[activator]	5%	2%	-3
O=c1cnc2ccccc2n1Cc1ccc(Br)cc1	56*	27%	18%	0%	6%	18*
CCOC(=S)SCC(=O)Nc1nc(-c2ccccc2)cs1	14	?	?	-20%	-7%	1
Cc1ccc(S(=O)(=O)/N=C2\SC(CC(=O)Nc3ccc(F)cc3)C(=O)N2c2ccccc2)cc1 (stereo unspecified)	17	3%	-6%	-12%	-4%	6
CCOC(=O)N1CCN(c2c(NCCc3ccc(OC)c(OC)c3)c(=O)c2=O)CC1	4	·	-8%	1%	1%	-5
CCOc1ccccc1CN1CCNC(=O)C1CC(=O)N(C)CCC1CCOCC1 (stereo unspecified)	-8	3%	?	?	4%	-3
COC(=O)C(O)(c1ccc(NC(=S)NC(=O)c2ccc(Cl)cc2Cl)cc1)C(F)(F)F (stereo unspecified)	4	7%	19%	0%	-6%	-2
CCOC(=O)c1cccc(NC(=O)CNC(=O)C2CCCCC2)c1	-10	19%	6%	5%	5%	2
COC(=O)c1ccc(NC(=O)CC2C(=O)N(C)C(=S)N2Cc2ccc(S(N)(=O)=O)cc2)cc1 (stereo unspecified)	-3	?	?	6%	-10%	0
CCN(C(=O)COC(=O)c1cc2c(s1)CCCCC2)C1CCS(=O)(=O)C1 (stereo unspecified)	-1	?	0%	5%	-2%	-2
O=C(C1CC(c2ccc(F)cc2)=NO1)N1CCCc2ccccc21 (stereo unspecified)	17	20%	2.1µM*	-1%	0%	0
NC(=O)c1ccc(-c2nnn(CC(=O)Nc3cccc(S(=O)(=O)N4CCCC4)c3)n2)cc1	·	-5%	-2%	-1%	·	·
CCCn1nnc(NC(=O)c2ccc3c(c2)OCO3)n1	89*	84%[activator]	158%[activator]	17%	-1%	54*
CC(=O)NCC(=O)OCC(=O)c1ccc(Br)cc1	-3	0%	6%	-19%	4%	-4
Cc1nc(N)sc1C(=O)N/N=C/c1ccco1	2	9%	10%	-10%	-5%	-4
O=C(COC(=O)/C=C/c1cccs1)Nc1ccc(F)cc1	·	?	10%	-1%	·	·
Cc1cccc(N(Cc2ccccc2)C(=O)CCl)c1	21	?	?	14µM*	7%	8
COc1ccc(OC)c(C(=O)COC(=O)c2cc(C)oc2C)c1	14	?	-4%	-15%	-3%	1
CCOC(=O)C(=O)NCc1ccc(/C=C2/N=C(C)C(C(=O)OCC)=C2O)o1	-15	22%	12%	32µM*	?	3
O=C1C=C(c2ccc(F)cc2OCc2ccccc2)C[C@@H](c2ccc3c(c2)OCO3)C1	·	?	?	-3%	·	·
CN(C)c1ccc(CNCCC2(O)CCOC(C)(C)C2)cc1 (stereo unspecified)	3	15%	·	-26%	?	-7
CC1C/C(=N\Nc2ccc(S(N)(=O)=O)cc2[N+](=O)[O-])CC(C)(C)C1 (stereo unspecified)	-9	-30%	?	-13%	-3%	-3
COc1ccc(NC(=O)CCNS(=O)(=O)c2ccc3[nH]c(=O)oc3c2)cc1Cl	2	19%	24%	9%	-29%	10
O=C1CSc2ccc(S(=O)(=O)CCC(=O)NC3CCCCC3)cc2N1	-9	2%	?	22µM*	·	-5
N=c1n(CCO)c2ccccc2n1Cc1ccc(Cl)cc1	-13	·	-13%	17%[11.4 µM]	-4%	-2
C=CCSc1nc2sc3c(c2c(=O)[nH]1)CCC3	27	12%	18%	·	2%	-1
CN(C(=O)COC(=O)CNC(=O)c1ccc(C(C)(C)C)cc1)c1c(N)n(Cc2ccccc2)c(=O)[nH]c1=O	·	11%	4%	-23%	·	·
CNC(=O)CNC(=O)Nc1ccc(C)cc1	9	-27%	25%	-34%	2%	0
CCCCN(C(=O)c1ccc2c(c1)OCCO2)c1c(N)n(CCCC)c(=O)[nH]c1=O	·	15%	3%	0%	·	·

Random draw from the library; about 24% have a hit in one of these screens.
